Source: PubChem BioAssay
TrxR1 substrate = qHTS Assay for Substrates of Mammalian Selenoprotein Thioredoxin Reductase 1 (TrxR1): qHTS | AID 588456, 2011 | 390,000 tested, 0.01% active | Thioredoxin reductase 1, cytoplasmic (Rattus norvegicus), O89049 | purified TrxR1 substrate turnover, NADPH consumption readout | Potency, µM (series often up to 114 µM), inactives show top-dose activity change, negative = substrate turnover; further: potency means the concentration at half of the fitted maximal effect; on the % scale 0 is the no-effect control and ±100 the full control effect; nearly all actives have a fitted effect of over 50% in size
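Rat TrxR1, dispensed at 90 nM, was prereduced with 400 uM NADPH (final) for 5 min at ~22 deg C, then incubated with compound 15 min before 400 uM selenite. A first-read NADPH fluorescence drop versus no-compound background flagged substrates.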
Pin1 inhibitor = qHTS Assay to Find Inhibitors of Pin1 | Pin1 FP peptide displacement, HiFluor488, 10 min | Potency, µM (series often up to 115 µM), without a hit: at the top dose activity, negative = inhibition, actives largely listed as inhibitors | 390,000 tested, 0.009% active; active means well fitted inhibition curve with a large enough effect in the polarisation, with a control signal flat, not every such curve was filed as active; inconclusive means small, poorly fitted or top-dose-only effect, or effect the other way, or a change in a side signal; inactive means no such curve, though single readings can be large or run the other way; the % refers to the polarisation; further: potency means the concentration at half of the fitted maximal effect; on the % scale 0 is the no-effect control and ±100 the full control effect
USP1-UAF1 inh = Inhibitors of USP1/UAF1: Primary Screen; Ubiquitin carboxyl-terminal hydrolase 1 (Homo sapiens), O94782; recombinant USP1/UAF1, Ub-Rhodamine cleavage fluorescence; Potency, µM (doses to about 57.1 µM), for inactives: top-dose activity change, negative = inhibition, actives largely listed as inhibitors; 390,000 tested, 0.23% active; further: potency means the concentration at half of the fitted maximal effect; on the % scale 0 is the no-effect control and ±100 the full control effect; nearly all actives have a fitted effect of over 60% in size; inactives centre near -12
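In this screen, compounds sit with the deubiquitinase complex (1nM) for 15 min at room temperature before Ub-Rho is added at 150nM final. Fluorescence rise is then followed for 6 reads every 60 seconds.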
TrxR1 inh = qHTS Assay for Inhibitors of Mammalian Selenoprotein Thioredoxin Reductase 1 (TrxR1): qHTS; Thioredoxin reductase 1, cytoplasmic (Rattus norvegicus), O89049; recombinant rTrxR1, NADPH fluorescence consumption, selenite substrate; Potency, µM (top dose mostly 114 µM), inactives show at the top dose activity change, negative = inhibition, actives largely listed as inhibitors; 390,000 tested, 1% active; AID 588453, 2011; further: potency means the concentration at half of the fitted maximal effect; on the % scale 0 is the no-effect control and ±100 the full control effect; nearly all actives have a fitted effect of over 65% in size
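Rat TrxR1 (90 nM in the dispensed reagent) was pre-reduced with 400 uM NADPH for 5 min at room temperature, then incubated with compound for 15 min. After 400 uM selenite was added, NADPH fluorescence (Ex 340/Em 450 nm) was followed for 8 min.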
D2 antagonist = HTS Assay for Allosteric Antagonists of the Human D2 Dopamine Receptor: Primary Screen for Antagonists. D(2) dopamine receptor (Homo sapiens), P14416. HEK293 TREx D2 cells, calcium flux, dopamine EC80. inhibition, % at 10 µM. 340,000 tested, 2% active. AID 485344, 2010; in the data active means inhibition above about 30%; further: 0% is about no effect
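Dopamine at EC80 is the agonist stimulus; test compounds precede it by 180 s. Calcium flux read kinetically in a force-coupled, inducible HEK293 T-REx D2 cell line.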
D2 ag = HTS Assay for Allosteric Agonists of the Human D2 Dopamine Receptor: Primary Screen for Agonists | 340,000 tested, 0.53% active | HEK293 T-REx D2 cells, calcium flux agonist mode | D(2) dopamine receptor (Homo sapiens), P14416 | activation, % at 2 µM;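 active means activation over 3 SD above normal in the single-dose calcium agonist read, cut at about 30% in these data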; further: 0% is about no effect
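Calcium-flux readout, 1 cycle/sec over 180 s following compound pin transfer, in inducible HEK293 Trex D2 cells (force-coupled); dopamine controls included. Positive calcium responses during this window marked compounds as potential agonists.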
mIDH1 inhibitor = qHTS for Inhibitors of mutant isocitrate dehydrogenase 1 (IDH1): qHTS. Isocitrate dehydrogenase [NADP] cytoplasmic (Homo sapiens), O75874. IDH1-R132H enzyme, NADPH consumption, diaphorase/resazurin fluorescence. Potency, µM (highest dose often 76.6 µM), inactives show at the top dose activity change, negative = inhibition, hits mostly inhibitors. 390,000 tested, 0.093% active. AID 602179, 2012; further: potency means the concentration at half of the fitted maximal effect; on the % scale 0 is the no-effect control and ±100 the full control effect; nearly all actives have a fitted effect of over 65% in size
Target sequence (O75874 whole entry R132H, stated change not applied): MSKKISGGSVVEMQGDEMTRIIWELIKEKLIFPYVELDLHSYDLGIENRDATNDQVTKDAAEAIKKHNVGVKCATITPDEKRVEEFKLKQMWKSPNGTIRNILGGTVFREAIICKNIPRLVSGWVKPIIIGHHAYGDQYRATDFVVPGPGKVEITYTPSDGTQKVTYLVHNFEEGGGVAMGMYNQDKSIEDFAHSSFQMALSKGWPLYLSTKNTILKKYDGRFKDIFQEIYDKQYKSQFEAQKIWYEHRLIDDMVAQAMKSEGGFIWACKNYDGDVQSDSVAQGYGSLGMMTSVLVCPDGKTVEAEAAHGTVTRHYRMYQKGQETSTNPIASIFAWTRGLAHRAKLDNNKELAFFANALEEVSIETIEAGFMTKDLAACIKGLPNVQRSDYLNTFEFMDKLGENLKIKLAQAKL
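IDH1-R132H (0.5 ug/mL) preincubated 30 min with compound, then NADPH (0.016 mM) and alpha-KG (2 mM) added; 80 min at RT, pH 7.5. Remaining NADPH coupled via diaphorase/resazurin to fluorescence (540/590 nm); concentration-response curves normalized to no-enzyme control.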
TRHR PAM = qHTS for Small Molecule Agonists and Allosteric Enhancers of Human TRH Receptor: Primary Screen for Enhancers; 360,000 tested, 0.66% active; enhancement, % at 2 µM; TRHR cells, fluo-8 calcium fluorescence, EC20 TRH enhancement; AID 493056, 2011; Thyrotropin-releasing hormone receptor (Homo sapiens), P34981; in the data active means enhancement above about 30%; further: 0% is about no effect
Target sequence (P34981 whole entry, looked up): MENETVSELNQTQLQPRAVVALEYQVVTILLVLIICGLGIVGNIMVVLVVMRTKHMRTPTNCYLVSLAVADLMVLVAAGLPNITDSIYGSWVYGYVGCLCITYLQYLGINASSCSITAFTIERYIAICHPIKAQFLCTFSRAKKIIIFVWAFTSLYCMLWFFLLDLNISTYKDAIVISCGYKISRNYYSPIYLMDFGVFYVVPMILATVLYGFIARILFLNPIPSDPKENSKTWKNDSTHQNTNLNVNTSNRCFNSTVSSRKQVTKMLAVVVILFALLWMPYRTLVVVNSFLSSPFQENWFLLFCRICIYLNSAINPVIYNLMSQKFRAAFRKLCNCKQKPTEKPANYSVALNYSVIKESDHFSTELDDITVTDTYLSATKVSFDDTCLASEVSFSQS
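TRHR-expressing cells loaded with fluo-8 calcium dye were read kinetically (ex 480/em 530) during compound addition, then stimulated with an EC20 of TRH (10 nM final). Enhancement of the Gq-mediated intracellular calcium response was scored.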
TRHR ag = qHTS for Small Molecule Agonists and Allosteric Enhancers of Human TRH Receptor: Primary Screen for Agonists | TRHR cells, calcium flux fluo-8, FDSS agonist mode | activation, % at 2 µM | Thyrotropin-releasing hormone receptor (Homo sapiens), P34981 | 360,000 tested, 0.18% active; in the data active means activation above about 30%; further: 0% is about no effect
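TRHR-expressing cells loaded with fluo-8 calcium dye; 23 nL library compound pin-transferred, kinetic FDSS fluorescence (Ex 480/Em 530) recorded about 180 s for agonist-induced calcium release, before a 10 nM TRH EC20 addition for potentiator mode.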
Active calls of the source: *; ? = inconclusive; nt = not tested or not shown; [ ] = remark or other dose. Unless noted, the call rests on the fitted dose curve; in most records, active means well fitted inhibition curve with a large enough effect; inconclusive means small, poorly fitted or top-dose-only effect; inactive means no such curve, though single readings can be large or run the other way. These rows are one share of the data, so the mix of outcomes need not match the whole.

canonical_smiles	TrxR1 substrate	Pin1 inhibitor	USP1-UAF1 inh	TrxR1 inh	D2 antagonist	D2 ag	mIDH1 inhibitor	TRHR PAM	TRHR ag
COCC1CCCN(C(=O)c2cc(COc3ccc(C(C)=O)cc3)on2)C1 (configuration not stated)	0%	-5%	-2%	?	nt	nt	-1%	nt	nt
COc1ccc(S(=O)(=O)N(CC(=O)N2CCC(C)CC2)c2ccc(C)cc2)cc1	-10%	?	-12%	-20%	nt	-1.6	17%	15	-0.1
Cn1c(Cn2cnc([N+](=O)[O-])n2)nnc1SCC(=O)Nc1ccc(Br)cc1	-4%	0%	-14%	-6%[57.1 µM]	5	0.6	3%	-2	-0.2
Cc1ccccc1Nc1cc(C(=O)NC2CCCC2)c2ccccc2n1	7%	-6%	-17%	9%	nt	0.3	-6%	-6	-1.2
Cc1occc1C(=O)Nc1c(Cl)cccc1Cl	6%	5%	-26%	21%	-3	-0.6	-1%	13	-0.7
Cc1ccc2oc3c(c(=O)c2c1)C(c1cccc(O)c1)N(c1ccccn1)C3=O (configuration not stated)	3%[57.1 µM]	5%	-2%	-3%[57.1 µM]	8	-0.2	-25%	6	-0.1
O=C(CSc1nc2ccccc2c(=O)n1CCCN1CCOCC1)c1c[nH]c2ccccc12	-8%	20%	5%	5%[57.1 µM]	-24	0.7	3%	-2	0.0
CCCN(CCC)S(=O)(=O)c1ccc(C(=O)Nc2cccc(-c3nc4ccccc4[nH]3)c2)cc1	-1%[57.1 µM]	11%	-11%	35%[57.1 µM]	nt	-0.7	-9%	2	1.0
CNC(=O)CC1C(=O)N(c2ccc(Cl)cc2)C(=S)N1NC(=O)c1cccc(F)c1 (configuration not stated)	-2%	1%	-6%	9%	-12	1.5	3%	-13	0.4
CC(C)(C)n1nnnc1CN1CCN2CCCC2C1 (configuration not stated)	9%[57.1 µM]	-1%	-8%	-8%	37*	0.9	1%	-7	0.5
CCOc1cc(/C=N/Nc2nn3cnnc3c3ccccc23)ccc1O	-19%	?	-5%	-23%	-7	-1.1	-5%	-2	-0.2
O=S(=O)(c1ccc(Cl)cc1)N1CCC(n2cnc3cc(C(F)(F)F)ccc32)CC1	-14%	21%	-13%	-3%	nt	nt	-5%	nt	nt

Remaining list, next part
canonical_smiles	TrxR1 substrate	Pin1 inhibitor	USP1-UAF1 inh	TrxR1 inh	D2 antagonist	D2 ag	mIDH1 inhibitor	TRHR PAM	TRHR ag
CCOC(=O)NC(=O)/C(C#N)=C\Nc1sccc1C(=O)OC	-5%[57.1 µM]	?	-6%	-4%[57.1 µM]	15	-0.5	5%	-1	16
CCOC(=O)c1[nH]c(C)c(CCC(=O)N2CCN(c3cc(C)ccc3C)CC2)c1C	-5%[57.1 µM]	?	-3%	21%[57.1 µM]	nt	0.6	0%	-4	-0.7
Clc1ccc(Br)cc1-c1nc(-c2ccncc2)no1	1%	4%	-25%	13%	-15	1.2	1%	-4	0.3
O=C(Nc1c(C(=O)c2ccccc2)oc2ccccc12)c1cc(=O)c2ccccc2o1	338%[activator]	6%	1%	109%[activator]	nt	0.6	16%	4	0.4
O=C1CC(C(=O)N2CCN(c3ccccn3)CC2)CN1Cc1ccccc1Cl (configuration not stated)	15%	5%	-19%	11%	-14	1.9	-1%	12	-0.2
COc1cccc(C2=NOC(C(=O)Nc3ccc4c(c3)OCO4)C2)c1 (configuration not stated)	-6%	5%	-22%	5%	3	-0.4	2%	3	2.6
CC(C)=CCCC(C)N(C=O)C(C)CCC=C(C)C (configuration not stated)	-4%	-7%	-25%	-10%	nt	nt	2%	nt	nt
COc1cc(CN2CCNC(=O)C2CC(=O)NCCCC2CCCC2)cc(OC)c1 (configuration not stated)	2%	5%	-11%	-24%	-13	-0.2	-5%	-5	0.2
c1ccc2c(c1)CN1CCCC1=N2	3%	-1%	-2%	30%	-9	2.2	1%	8	0.1
Cc1ccc(Nc2nnc(SCn3nnc4ccccc4c3=O)s2)cc1	8%[57.1 µM]	11%	-13%	30%[57.1 µM]	-6	0.0	13%	-1	-0.8
CC(=O)N1CCc2cc(S(=O)(=O)NC(CC(C)C)C(=O)Nc3cc(C(=O)O)ccc3C)ccc21 (configuration not stated)	10%	-7%	-17%	19%	0	0.0	3%	-1	0.9
CCC(=O)Nc1c(-c2ccc(OC)cc2)c(=O)c2ccccc2n1C	55%[activator]	0%	-4%	-21%	-1	1.4	0%	-5	0.1

Following part.
canonical_smiles	TrxR1 substrate	Pin1 inhibitor	USP1-UAF1 inh	TrxR1 inh	D2 antagonist	D2 ag	mIDH1 inhibitor	TRHR PAM	TRHR ag
O=C(CSc1nc2c(c(=O)[nH]1)CN(Cc1ccc3c(c1)OCO3)CC2)Nc1ccc(F)c(F)c1	1%	-1%	-35%	10%	nt	-1.5	5%	0	-0.4
COc1ccc(S(=O)(=O)n2nc(C)cc2C)cc1OC	-6%	-3%	-23%	-2%	-8	1.0	0%	-3	-0.1
Clc1ccc(OCCN2CCCCC2)c(Cl)c1	9%	?	0%	25%	72*	0.4	26%	-2	-0.2
CC(C)CC(=O)N1CCC(O)(CS(=O)(=O)c2ccc(Cl)c(Cl)c2)CC1	4%[57.1 µM]	-2%	-14%	27%[57.1 µM]	6	1.4	5%	-1	0.3
CN(CC(CC(=O)O)c1ccccc1)S(=O)(=O)c1ccc(Br)cc1 (configuration not stated)	5%	-6%	-13%	12%	nt	nt	9%	-6	0.4
CC1Cc2ccccc2N1C(=O)c1cc2sccc2n1Cc1ccccc1 (configuration not stated)	-1%	17%	-17%	-4%	8	-0.2	-1%	7	-0.7
O=C(Nc1ccc(Cl)c(Cl)c1)OCc1cncs1	12%[57.1 µM]	6%	-9%	14%[57.1 µM]	19	0.6	3%	-6	-0.5
O=C(CCc1ccc(O)cc1)N/N=C/c1coc2ccccc2c1=O	-1%	-1%	-7%	-3%[57.1 µM]	-4	1.2	15%	1	0.7
Cc1noc(C)c1C(=O)OC(C)C(=O)N(C)c1ccccc1 (configuration not stated)	-4%	6%	-16%	-10%	nt	nt	-15%	-10	-0.2
COC(=O)C1C(=O)/C(=C/N(C)C)C(=O)CC1(C)C (configuration not stated)	2%[57.1 µM]	?	-6%	25%[57.1 µM]	5	0.8	11%	1	0.3
Cc1ccc(C)c(S(=O)(=O)N2CCN(CC(=O)Nc3cc(C)on3)CC2)c1	-2%	0%	-13%	-24%	-14	-0.5	3%	-6	-0.5
Clc1ccc(CN2CCc3nc(Nc4ccc5c(c4)OCCO5)ncc3C2)cc1	4%[57.1 µM]	-1%	-29%	22%[57.1 µM]	nt	nt	nt	3	0.2
O=C(Nc1cnn(Cc2ccccc2)c1)c1nc2ncccn2n1	-7%	5%	-15%	2%	nt	nt	-1%	18	-1.4
COc1ccc(C(=O)N2CCCC(N3CCN(c4ccccc4F)CC3)C2)c(OC)n1 (configuration not stated)	3%[57.1 µM]	2%	-9%	-7%[57.1 µM]	13	8.7	0%	-2	-0.7
Cc1ccc(-n2nnnc2SCC(=O)Nc2ccccc2N2CCCCC2)cc1C	-12%	0%	-7%	-4%	4	0.4	2%	18	0.1
